Screens (PubChem)
Pf gamet viab: P. falciparum stage V gametocyte viability inhibition; P. falciparum stage V gametocytes, ATP luminescence, 24 h; inhibition, % at 10.9 µM; 150,000 tested, 0.065% active; AID 743093;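 active means inhibition above the mean plus 3 SD of compounds within the control limits, set per campaign, cut at about 38% in these data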;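 further: 0% = DMSO wells and 100% = medium only without gametocytes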
Rab7 wt modul: modulators of GTP binding to dog Rab7 wildtype GTPase; GST-Rab7 beads, fluorescent GTP binding, flow cytometry; actives lie on both sides; untreated = 100%, excess cold GTP = 0%; GTP binding activity (percent of control), % at 10 µM; 190,000 tested, 0.055% active;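 active means fluorescent GTP binding to Rab7 beads changed by at least 20 points from the 100% baseline, either direction, mostly lower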;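 further: median green fluorescence of bound Bodipy-FL-GTP per Rab7 bead population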
Rab2A wt mod: changes GTP binding to wildtype dog Rab2A, up or down | GST-Rab2 wt beads, Bodipy-GTP binding, flow cytometry | GTP binding activity, % at 10 µM | 190,000 tested, 0.19% active | AID 760;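 active means GTP binding activity at least 20 points away from 100%, either lowered or raised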;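 further: 0% = beads with excess unlabeled GTP and 100% = no-compound control corrected for plate trend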
GSH fluor: GSH bead compound fluorescence profile. fluorescence (KMESF) at 10 µM. 190,000 tested, 0.25% active. GSH beads flow cytometry, compound fluorescence 488/530 nm; active compounds read high. AID 1776; in the data active means fluorescence above about 89;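 further: glutathione beads carrying GST-tagged Bcl family fusion proteins plus one bare bead set; values are compound well signal with DMSO vehicle wells as background; inactives centre near 16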
ABCB1 block: inhibitors of human ABCB1 transporter, ABCG2 counter-screen; P08183; CCRF-Adr cells, JC-1 efflux, flow cytometry; inhibition, % at 6.6 µM; 190,000 tested, 0.067% active; AID 1326; in the data active means inhibition above about 40%;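 further: 0% = vehicle and 100% = reference inhibitor; higher value means more JC-1 retained so stronger ABCB1 efflux block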
ABCG2 block: blocks JC-1 efflux by human ABCG2 transporter | IgMXP3 cells, flow cytometry | inhibition, % at 6.6 µM | 190,000 tested, 0.1% active | AID 1325;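 active means inhibition above 80%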;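 further: 0% = DMSO and 100% = nicardipine control wells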
Target sequence (Q9UNQ0 whole entry, looked up): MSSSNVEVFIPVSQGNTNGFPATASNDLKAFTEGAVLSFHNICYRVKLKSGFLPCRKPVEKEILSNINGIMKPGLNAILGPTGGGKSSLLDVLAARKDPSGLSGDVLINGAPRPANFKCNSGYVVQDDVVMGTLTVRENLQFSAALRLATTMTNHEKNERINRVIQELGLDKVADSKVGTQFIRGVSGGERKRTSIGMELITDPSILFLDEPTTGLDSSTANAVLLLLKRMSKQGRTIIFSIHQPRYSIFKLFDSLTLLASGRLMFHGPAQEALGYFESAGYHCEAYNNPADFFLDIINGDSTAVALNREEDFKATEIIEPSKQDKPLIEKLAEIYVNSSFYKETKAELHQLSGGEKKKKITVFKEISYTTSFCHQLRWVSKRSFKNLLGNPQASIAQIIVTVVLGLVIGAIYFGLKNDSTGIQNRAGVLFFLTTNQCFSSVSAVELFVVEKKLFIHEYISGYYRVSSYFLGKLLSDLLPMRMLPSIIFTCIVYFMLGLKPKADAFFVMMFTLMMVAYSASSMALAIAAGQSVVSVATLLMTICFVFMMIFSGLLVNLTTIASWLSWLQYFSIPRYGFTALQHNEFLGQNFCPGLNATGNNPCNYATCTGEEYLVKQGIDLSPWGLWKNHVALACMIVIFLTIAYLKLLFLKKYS
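Incubation: cells with compound and JC-1, 10 min at 25 °C, rotating, no wash / Test system: IgMXP3 (ABCG2) plus far-red-tagged CCRF-Adr (ABCB1) cells / Compound dosing: one concentration, 6.6 µM final / Also added: JC-1 fluorescent substrate / Evaluation: efflux inhibition in percent versus controls / Detection: flow cytometry, 530 nm JC-1 signal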
Rac1 act GTP bind: alters GTP binding to activated mutant human Rac1. P63000. 190,000 tested, 0.11% active. percent activity (GTP binding), % at 10 µM. GST-Rac1 activated beads, fluorescent GTP binding, flow cytometry; actives lie on both sides; 100% means binding = to untreated wells;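 active means GTP binding at least 20 percentage points away from the 100% baseline, in either direction, so actives lie on both sides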
Rac1 wt modul: human Rac1 wildtype GTP binding, inhibitors and activators; P63000; GST-Rac1 beads, fluorescent GTP binding, flow cytometry; actives lie on both sides; 0 = cold GTP competed, 100 = untreated; GTP binding activity (% of control), % at 10 µM; 190,000 tested, 0.27% active; AID 757;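 active means GTP binding activity at least 20 points away from the 100% control level, either lower or higher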
Avidin bead fluor: avidin bead compound fluorescence profile; Avidin beads, compound fluorescence 488/530 nm, flow cytometry; active compounds read high; fluorescence (KMESF) at 10 µM; 220,000 tested, 0.38% active; AID 1775; in the data active means fluorescence above about 47; further: inactives centre near 10
HRas wt GTP bind: modulators of GTP binding to human HRas wildtype; GST-Ras wt beads, Bodipy-FL-GTP binding, flow cytometry; actives lie on both sides; 190,000 tested, 0.14% active; P01112; GTP binding activity, % at 10 µM;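 active means GTP binding activity at least 20% away from the 100% baseline, either lowered as inhibitor or raised as activator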;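 further: 0% = unlabeled GTP competition control and 100% = no-compound control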
Target sequence (P01112 whole entry, looked up): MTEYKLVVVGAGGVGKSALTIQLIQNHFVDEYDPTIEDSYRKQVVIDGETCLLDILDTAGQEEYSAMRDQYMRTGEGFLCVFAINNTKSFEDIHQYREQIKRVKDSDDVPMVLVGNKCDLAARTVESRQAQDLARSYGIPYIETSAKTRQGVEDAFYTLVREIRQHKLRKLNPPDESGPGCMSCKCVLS
Cdc42 wt GTP: modulators (inhibitors or activators) of GTP binding to human Cdc42 wildtype; P60953; GST-Cdc42 beads, Bodipy-GTP binding, flow cytometry; actives lie on both sides; percent activity (GTP binding), % at 10 µM; 190,000 tested, 0.2% active; AID 761;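 active means percent activity GTP binding at least 20 points away from the 100% baseline, either down as inhibitor or up as activator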;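 further: median bead fluorescence of bound Bodipy-FL-GTP at 100 nM; 0% = excess unlabeled GTP control and 100% = no compound control; below 100% means less GTP binding so inhibitor and above means activator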
Target sequence (P60953 whole entry, looked up): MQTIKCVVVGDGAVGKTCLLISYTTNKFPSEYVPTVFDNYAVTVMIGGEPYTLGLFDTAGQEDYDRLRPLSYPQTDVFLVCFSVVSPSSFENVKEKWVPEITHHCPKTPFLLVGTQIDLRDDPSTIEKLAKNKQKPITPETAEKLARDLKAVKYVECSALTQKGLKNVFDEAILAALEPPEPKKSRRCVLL
* hit, by the source's call; . = not tested or not shown.

SMILES | Pf gamet viab | Rab7 wt modul | Rab2A wt mod | GSH fluor | ABCB1 block | ABCG2 block | Rac1 act GTP bind | Rac1 wt modul | Avidin bead fluor | HRas wt GTP bind | Cdc42 wt GTP
Cc1nc2c(sc3nc4c(cc32)COC(C)(C)C4)c(=O)n1CC(=O)NCc1ccco1 | . | 101.0 | 100.0 | 18 | 0.9 | 2.3 | 99.0 | 101.0 | 16 | 99.0 | 102.0
COc1ccc(C(=O)N2CCN(C3CCCCC3)CC2)c(OC)c1 | . | 101.0 | 103.0 | 32 | 0.9 | 6.1 | 100.0 | 108.0 | 13 | 103.0 | 102.0
CCC(C)[C@H](NC(=O)NC(C)C)C(=O)O (stereo partly drawn) | 3.6 | 99.0 | 101.0 | 24 | 1.0 | 1.5 | 101.0 | 106.0 | 6 | 100.0 | 102.0
CCCC(CCC)c1nc2ccncc2[nH]1 | 6.9 | 101.0 | 98.0 | 11 | -0.2 | -0.9 | 97.0 | 100.0 | 10 | 98.0 | 95.0
Cc1ccc(S(=O)(=O)N2CCCOC2CNC(=O)C(=O)NC2CCCCC2)cc1 (stereo not drawn) | 7.7 | 98.0 | 96.0 | 70 | 0.7 | -0.1 | 97.0 | 95.0 | 11 | 96.0 | 97.0
COc1cc(/C=N/n2cnnc2)ccc1OCCOc1ccccc1 | 16.6 | 99.0 | 99.0 | 20 | -0.1 | 11.8 | 100.0 | 106.0 | 15 | 100.0 | 100.0
OCCCCCN=c1cc(-c2ccccc2)oc2ccc(Cl)cc12 | . | 105.0 | 101.0 | 25 | 0.4 | 2.6 | 98.0 | 99.0 | 5 | 100.0 | 100.0
COc1cc(/C=N/NC(N)=O)ccc1OC(=O)c1ccco1 | . | 99.0 | 99.0 | 14 | -0.6 | -0.7 | 97.0 | 99.0 | 12 | 97.0 | 99.0
COc1ccc(C(=O)Nc2nc(N3C(=O)c4ccccc4C3=O)n(-c3ccccc3)n2)cc1 | . | 101.0 | 99.0 | 45 | -0.2 | -0.6 | 96.0 | 99.0 | 9 | 99.0 | 98.0
Cn1c(=NC(=O)CSCC(=O)N2CCCCC2)sc2ccccc21 | 14.5 | 94.0 | 95.0 | 13 | 0.7 | 2.9 | 95.0 | 96.0 | 41 | 96.0 | 98.0
COc1ccc(/C=N/NC(=O)c2[nH]ncc2Br)c(OC)c1 | . | 101.0 | 99.0 | 16 | 0.1 | -0.1 | 96.0 | 95.0 | 37 | 99.0 | 99.0
Cc1ccccc1-c1nc(CS(=O)CC(=O)NCc2ccccc2)c(C)o1 (stereo not drawn) | . | 101.0 | 99.0 | 15 | 1.1 | 4.8 | 100.0 | 104.0 | 28 | 99.0 | 100.0
O=C1NC2(CCCCCC2)Cc2ccccc21 | 10.2 | 95.0 | 95.0 | 33 | -2.5 | -2.7 | 95.0 | 96.0 | 6 | 97.0 | 98.0
Cn1nc(C(=O)NC2CCCCCC2)ccc1=O | . | 99.0 | 100.0 | 29 | 0.3 | 6.4 | 102.0 | 108.0 | 13 | 100.0 | 104.0
Cc1ccc(NC(=O)CC2S/C(=N/N=C/c3ccco3)NC2=O)cc1Cl (stereo not drawn) | -125.6 | 101.0 | 96.0 | 23 | -0.9 | -0.7 | 93.0 | 91.0 | 8 | 96.0 | 96.0
CCOc1ccc(N(C(C)C(=O)NC(C)CC)S(C)(=O)=O)cc1 (stereo not drawn) | -4.4 | 100.0 | 97.0 | 15 | 0.0 | 0.0 | 98.0 | 98.0 | 9 | 98.0 | 98.0
O=C(O)c1ccc(NCc2cccc(Br)c2)cc1 | 1.4 | 103.0 | 104.0 | 11 | 0.4 | 5.7 | 100.0 | 104.0 | 6 | 103.0 | 100.0
Cc1cc(Br)c(NC(=O)COn2nnc3ccc(S(C)(=O)=O)cc32)c(Br)c1 | -15.2 | 103.0 | 98.0 | 16 | -3.0 | -1.1 | 94.0 | 99.0 | 10 | 97.0 | 98.0
Cc1cc(Br)c(NC(=O)CCl)c(Br)c1 | 0.0 | 97.0 | 98.0 | 7 | 0.8 | 2.9 | 101.0 | 106.0 | 2 | 99.0 | 101.0
Cn1nnnc1NCc1cccc(Cl)c1 | 4.9 | 99.0 | 98.0 | 9 | 0.1 | -0.5 | 99.0 | 103.0 | 20 | 99.0 | 100.0
CC(=O)c1cc(C#N)c(SCc2ccccc2C#N)nc1C | . | 98.0 | 100.0 | 16 | 0.9 | 2.5 | 97.0 | 101.0 | 4 | 99.0 | 98.0
Cc1ccc(S(=O)(=O)C2CS(=O)(=O)CC2O)cc1 (stereo not drawn) | . | 94.0 | 97.0 | 13 | 0.2 | 0.8 | 96.0 | 96.0 | 16 | 97.0 | 97.0
Cc1ccc2nc(NC(=O)C3CCN(S(=O)(=O)c4cccs4)CC3)sc2c1 | . | 96.0 | 93.0 | 16 | -0.1 | 0.0 | 97.0 | 98.0 | 16 | 95.0 | 93.0
Fc1cccc(COc2ccccc2CNc2ccccc2)c1 | . | 99.0 | 100.0 | 10 | -0.7 | -2.8 | 100.0 | 105.0 | 21 | 100.0 | 100.0
O=c1c(Cc2ccc(F)cc2)c(O)ccn1C1CC1 | 0.3 | 98.0 | 99.0 | 38 | -3.0 | -3.7 | 98.0 | 99.0 | 6 | 100.0 | 99.0
Cc1ccc(SCC(=O)NCCN2C(=O)CSC2=O)cc1C | 3.2 | 103.0 | 102.0 | 18 | 1.3 | 4.3 | 104.0 | 108.0 | 31 | 104.0 | 104.0
CCN(CC)C(C(=O)Nc1ccc2c(c1)OCO2)c1ccccc1 (stereo not drawn) | . | 97.0 | 99.0 | 18 | 0.5 | 1.9 | 100.0 | 109.0 | 4 | 100.0 | 100.0
CC(=O)Nc1cc2c(cc1NC(=O)Cn1nc(-c3ccc4c(c3)OCCO4)ccc1=O)OCCO2 | -3.4 | 100.0 | 105.0 | 21 | 0.4 | 0.5 | 101.0 | 102.0 | 13 | 104.0 | 103.0
CCOC(=O)C1(Cc2cccc(OC)c2)CCN(C/C=C/c2ccc(OC)cc2)CC1 | 2.5 | 95.0 | 98.0 | 12 | 2.0 | -0.1 | 100.0 | 102.0 | 5 | 97.0 | 99.0
Cc1oc(-c2ccc(Cl)cc2)cc1-c1nn2c(-c3ccoc3C)nnc2s1 | . | 96.0 | 94.0 | 29 | -0.2 | -0.8 | 92.0 | 94.0 | 3 | 95.0 | 93.0
CC(=O)N1CC=CC1(C)C(=O)NCc1cc(F)cc(C(F)(F)F)c1 (stereo not drawn) | 13.7 | 96.0 | 100.0 | 18 | 0.5 | -7.9 | 98.0 | 105.0 | 6 | 100.0 | 103.0
CCCn1cc(NC(=O)C2CC(c3cccc(Br)c3)=NO2)cn1 (stereo not drawn) | . | 101.0 | 104.0 | 15 | -0.1 | 42.4 | 101.0 | 106.0 | 6 | 103.0 | 103.0
CCCC(=O)NC1=C(C#N)C2(CCCC2)Cc2ccccc21 | . | 104.0 | 102.0 | 29 | 0.4 | 0.9 | 96.0 | 106.0 | 18 | 102.0 | 103.0
O=C(Nc1cccc(F)c1)C1CCN(C(=O)c2ccc(Cl)cc2)CC1 | . | 100.0 | 99.0 | 7 | 0.9 | 6.7 | 100.0 | 103.0 | 2 | 100.0 | 103.0
CCOC(=O)c1sc(N=NC2=C(O)CCCC2=O)c(C(=O)OCC)c1C | 0.8 | 94.0 | 94.0 | 10 | -0.1 | 2.6 | 96.0 | 98.0 | 4 | 97.0 | 94.0
S=C1NC2(CCCC2)N=C1c1ccccc1 | -3.3 | 106.0 | 101.0 | 10 | 0.2 | 2.5 | 96.0 | 100.0 | 5 | 100.0 | 97.0
Nc1c(-c2cccs2)cnn1-c1nc(-c2ccc(Cl)cc2Cl)cs1 | -3.1 | 89.0 | 95.0 | 57 | 0.7 | 7.4 | 92.0 | 96.0 | 7 | 98.0 | 99.0
O=C(CSc1nnnn1Cc1ccccc1)Nc1ccc2c(c1)OCO2 | . | 99.0 | 99.0 | 15 | 1.6 | 30.8 | 100.0 | 107.0 | 6 | 102.0 | 100.0
CCOC(=O)c1c(C)nc2ccc(C)cn12 | . | 98.0 | 97.0 | 17 | -0.8 | -0.3 | 98.0 | 97.0 | 10 | 98.0 | 98.0
CCOC(=O)C1=C(c2ccccc2)Nc2ncnn2C1c1ccc(OC)c(OC)c1OC (stereo not drawn) | . | 97.0 | 102.0 | 34 | 1.9 | -2.4 | 101.0 | 106.0 | 10 | 102.0 | 103.0
CCn1c2ccccc2c2nnc(SCC(=O)N(C)C3CCS(=O)(=O)C3)nc21 (stereo not drawn) | 12.0 | 101.0 | 102.0 | 10 | 1.1 | 21.9 | 98.0 | 103.0 | 11 | 100.0 | 102.0
CCC(=O)c1ccc(OCC(=O)OCC(=O)Nc2sccc2C(N)=O)cc1 | -11.4 | 99.0 | 93.0 | 14 | 0.5 | 4.6 | 95.0 | 100.0 | 11 | 95.0 | 94.0
CC(C)Cc1nnc(NC(=O)Cc2ccc([N+](=O)[O-])cc2)s1 | -17.4 | 100.0 | 99.0 | 16 | 0.0 | -0.1 | 100.0 | 105.0 | 23 | 99.0 | 102.0
COc1ccccc1C(=O)NNC(=O)c1ccc(NC(=O)c2ccccc2)cc1 | . | 98.0 | 97.0 | 17 | 0.1 | -0.7 | 95.0 | 94.0 | 6 | 95.0 | 95.0
COC(=O)c1c(NC(=O)c2ccccc2[N+](=O)[O-])sc2c1CC(C)(C)NC2(C)C | 6.0 | 103.0 | 103.0 | 9 | 19.2 | 11.8 | 103.0 | 103.0 | 4 | 100.0 | 104.0
NC(=O)c1cc(C(=O)c2ccc(Cl)cc2Cl)c[nH]1 | 12.1 | 102.0 | 94.0 | 13 | -0.5 | -0.2 | 98.0 | 97.0 | 6 | 95.0 | 97.0
COC(=O)c1cc(=O)n(-c2ccc(F)cc2)c(=Nc2ccc(F)cc2)s1 | . | 95.0 | 94.0 | 14 | 0.0 | 4.3 | 97.0 | 97.0 | 3 | 96.0 | 92.0
COCc1nnc(NC(=O)CC(c2ccccc2)c2ccccc2)s1 | . | 96.0 | 98.0 | 5 | 0.4 | 1.6 | 97.0 | 97.0 | 17 | 98.0 | 99.0
Cn1c(-c2ccc(CN3CCCCC3)o2)nc2ccccc21 | -33.3 | 98.0 | 97.0 | 28 | 1.1 | 10.0 | 97.0 | 100.0 | 13 | 100.0 | 102.0
